FEN1 inhibitor = human FEN1 inhibition. P39748. Recombinant FEN1 flap cleavage, fluorescence, 15 min. Potency, µM (doses to about 114 µM), for the others: at the highest dose activity change, negative = inhibition, most hits filed as inhibitors. actives 0.35% (n = 390,000). AID 588795; note: nearly all actives have a fitted effect of over 65% in size
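Potency values derive from four-parameter Hill fits of normalized qHTS data. The reaction used 10 nM FEN1 preincubated 15 min at room temperature with compound, then 50 nM DNA substrate, read at 0 and 15 min.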
KAT2A inh = inhibitors of human GCN5L2 histone acetyltransferase. Q92830. GCN5L2 HAT assay, ThioGlo1 CoA-SH fluorescence. Potency, µM (doses to about 58.9 µM), inactives show at the top dose activity change, negative = inhibition, usual class: inhibitors. actives 0.21% (n = 390,000)
Target sequence (Q92830 whole entry, looked up): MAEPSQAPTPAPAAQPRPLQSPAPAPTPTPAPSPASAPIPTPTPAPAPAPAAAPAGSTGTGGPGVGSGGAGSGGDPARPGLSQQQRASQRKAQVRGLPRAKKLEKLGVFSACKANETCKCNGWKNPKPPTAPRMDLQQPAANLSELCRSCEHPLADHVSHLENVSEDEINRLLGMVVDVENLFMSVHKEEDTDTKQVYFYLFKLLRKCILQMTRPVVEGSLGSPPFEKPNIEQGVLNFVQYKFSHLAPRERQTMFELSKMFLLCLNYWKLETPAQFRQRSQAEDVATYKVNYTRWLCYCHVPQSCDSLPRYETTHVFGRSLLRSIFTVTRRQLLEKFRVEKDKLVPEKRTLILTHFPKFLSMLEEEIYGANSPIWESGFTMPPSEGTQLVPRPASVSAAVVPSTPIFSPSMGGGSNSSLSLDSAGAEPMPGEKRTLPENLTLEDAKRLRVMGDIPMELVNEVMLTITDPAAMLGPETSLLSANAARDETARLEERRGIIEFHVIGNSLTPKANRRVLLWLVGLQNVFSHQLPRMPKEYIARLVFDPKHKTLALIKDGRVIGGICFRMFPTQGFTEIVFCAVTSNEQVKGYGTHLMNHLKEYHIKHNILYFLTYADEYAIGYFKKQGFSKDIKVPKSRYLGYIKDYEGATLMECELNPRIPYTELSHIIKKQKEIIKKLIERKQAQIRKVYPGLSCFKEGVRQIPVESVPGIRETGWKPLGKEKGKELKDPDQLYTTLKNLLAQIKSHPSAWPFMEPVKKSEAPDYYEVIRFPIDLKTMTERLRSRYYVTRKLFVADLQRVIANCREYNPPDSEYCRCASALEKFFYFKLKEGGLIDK
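GCN5L2 (20 nM) in 50mM HEPES pH 7.5, 0.1mM EDTA, 0.01% Tween-20 preincubated 15 min with compounds at room temperature. Reaction started with H3(1-25) 75uM, acetyl-CoA 70uM, ThioGlo1 50uM; CoA-thiol fluorescence (Ex340/Em540) read at 0 and 20 min.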
N370S GC mod = inhibits or activates N370S mutant glucocerebrosidase; N370S GC spleen homogenate, 4MU-glucoside fluorescence; Potency, µM (highest dose often 59.4 µM), inactives show top-dose activity change, negative = inhibition, actives largely listed as inhibitors; actives 0.092% (n = 330,000);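 note: 0% = full enzyme activity and -100% = no enzyme basal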
* hit, by the source's call; ? = inconclusive; / = no result given; & = joins results of further samples; [ ] = remark or other dose. Calls come from the whole dose curve; as a rule, active = well fitted curve in the direction sought with a large enough effect; inconclusive = small, poorly fitted or top-dose-only effect, or another doubt; inactive = no such curve, though single readings can be large; an effect the other way counts as inactive or inconclusive. Unless noted, % is set by controls: 0 for no effect and ±100 for the full control effect; potency is the fitted concentration of half-maximal effect. Compounds were not picked by outcome; overall some 0.54% were active at least once.

SMILES	FEN1 inhibitor	KAT2A inh	N370S GC mod
CCN(CC)CCC(c1ccc2c(c1)OCO2)c1c(OC)cc(OC)c2c(-c3ccccc3)cc(=O)oc12 (stereo not drawn)	6%&-1%	-9%	-16%&-23%
C=CCn1c(SCC(=O)Nc2cc(OC)c(NC(=O)c3ccco3)cc2OC)nnc1-c1ccncc1	0%	-3%	-8%
Cc1sc(NC(=O)c2cccnc2)nc1-c1ccccc1	3%	2%	2%
CCOC(=O)N1CCN(C(=S)NC(=O)c2ccc(F)cc2)CC1	-1%	-4%	3%
COc1ccccc1NC(=O)C(C)OC(=O)c1ccc(-n2cnnn2)cc1 (stereo not drawn)	2%	-2%	-3%
O=c1c2oc3ccccc3c2n(Cc2ccc(F)cc2)c(=O)n1Cc1ccco1	1%	-3%	/
O=C(COC(=O)c1cccc(C(F)(F)F)c1)NCc1ccccc1	1%	3%	10%
COc1ccc(CCNC(=O)C(C)n2nc(C)c3sc4ccccc4c3c2=O)cc1OC (stereo not drawn)	-21%	-9%	/
Cc1ccc([N+](=O)[O-])cc1NC(=S)NC(=O)c1cccs1	-5%	-5%	2%
CC(C)(C)c1nn(-c2ccccc2)c2[nH]c(=O)c(CNCc3ccc4c(c3)OCO4)cc12	-9%	1%	-16%
COc1ccc(CNC(NC(=O)c2ccccc2)(C(F)(F)F)C(F)(F)F)cc1	3%	27%	7%
COC(=O)c1ccc(S(=O)(=O)NCc2ccccc2)n1C	-1%	-8%	3%
Cc1cc(C)c(N(Cc2ccccc2)S(=O)(=O)c2ccc(OCCNC(=O)c3cc4ccccc4o3)cc2)c(C(=O)NO)c1	/	-9%	4%
Nc1cc2c(cc1Cl)N(Cc1ccccc1)C(=O)CO2	0%	1%	/
CSc1ccc(C(c2c(C(=O)O)[nH]c3ccccc23)c2c(C(=O)O)[nH]c3ccccc23)cc1	-6%	-26%	-4%
Nc1ccccc1Nc1cccc(C(F)(F)F)c1	-13%	-1%	-1%
Cc1cc(C(=O)Nc2cccc(NC(=O)c3ccco3)c2)ccc1[N+](=O)[O-]	11%	-9%	-3%
COc1ccccc1C(=O)NC(=Nc1nc2ccccc2o1)NC(=O)c1ccccc1OC	8%	-5%	-2%
CCOc1cc(C(=O)N/N=C/c2ccoc2)cc(OCC)c1OCC	-9%	-2%	-7%
CCOC(=O)c1ccc2c(c1)nc(SCC(=O)N1CCOCC1)n2CC	0%	-8%	13%
C=CCC(C#Cc1ccccc1)N(C)C (stereo not drawn)	6%	-1%	-1%
COc1cccc(-c2c(C(=O)N/N=C/c3sccc3C)nnn2-c2nonc2N)c1	6%	-9%	-8%
Cc1cc(C)n(C(C)CC(=O)Nc2ccc3c(c2)OCCO3)n1 (stereo not drawn)	-3%	-1%	-18%
S=C(c1cn(CCOc2ccccc2)c2ccccc12)N1CCCC1	-16%	-1%	6%
COc1ccc(CNC(=O)Cn2nc(C)c3c(C)n(-c4ccc(C)cc4)nc3c2=O)cc1OC	?	-12%	-6%

Of the compounds above, 2 contain an NH in an aromatic ring.
SMILES	FEN1 inhibitor	KAT2A inh	N370S GC mod
CC(C)(C)c1nn(-c2ccccc2)c2[nH]c(=O)c(CNCc3ccc4c(c3)OCO4)cc12	-9%	1%	-16%
CSc1ccc(C(c2c(C(=O)O)[nH]c3ccccc23)c2c(C(=O)O)[nH]c3ccccc23)cc1	-6%	-26%	-4%

Other records follow:
SMILES	FEN1 inhibitor	KAT2A inh	N370S GC mod
Cc1cc(Cl)ccc1NC(=O)CS(=O)(=O)c1cccc2nsnc12	-10%	-11%	/
O=C(Nc1ccc(F)cc1)C1CCN(C(=O)c2ccc([N+](=O)[O-])cc2)CC1	2%	-4%	-7%
Cc1ccc(OCC(O)CNC2CCCC2)c(C)c1 (stereo not drawn)	-2%	1%	-10%
NC(=S)N/N=C/c1ccc(/C=N/NC(N)=S)cc1	1%	-6%	-19%
Brc1cccc(CSc2nnc(-c3ccncc3)o2)c1	1%	-10%	8%
Cc1nc(C)c(N)c(=O)[nH]1	-8%	-10%	0%
O=C(Nc1ccccc1)N1CCCC2(CCN(C(=O)c3cc(C(F)(F)F)cc(C(F)(F)F)c3)CC2)C1	/	1%	16%
COc1ccc(N2CCN(C(CNC(=O)c3c(F)cccc3F)c3ccc4c(c3)OCO4)CC2)cc1 (stereo not drawn)	2%	-4%	/
N/C(=N\S(=O)(=O)c1cc(C(F)(F)F)cc(C(F)(F)F)c1)c1ccncc1	-15%	-24%	-17%
CCn1c(SC/C=C/c2ccccc2)nnc1-c1cnccn1	5%	-2%	1%
Cc1cc(C)n(CCNC(=O)CCc2nnc(CCc3ccccc3)o2)n1	-3%	-7%	-1%
Cc1ccccc1S(=O)(=O)Nc1nc2ccccc2nc1N1CCc2ccccc2C1	-11%	-17%	13%
C/C(CC(=O)NC1CCCC1)=N\NC(=O)Cc1csc(N)n1	1%	1%	9%
CC1=CCP(=O)(c2ccccc2)C1 (stereo not drawn)	0%	-4%	-1%
O=C(CNC(=S)N(Cc1ccccc1Cl)C1CCCC1)NCCN1CCOCC1	4%	0%	-5%
Cc1ccc(-c2nnn(CC(=O)N3CCCCC3)n2)c(-n2cnnn2)c1	0%	2%	-2%
O=C(Cn1cnc2c(OCc3ccccc3)ncnc21)NCc1ccc2[nH]ccc2c1	2%	0%	/
Cc1ccc2[nH]c3c(c2c1)CN(C(=O)CN(C)CC1OCCO1)CC3	-3%	8%	21%
O=C(COc1ccc2ccccc2c1)N1CCCC1	-9%	-11%	-10%
COCCN(CCOC)Cc1c(O)ccc2c1O/C(=C\c1ccco1)C2=O	-35%	-19%	-8%
CCCCCCCCCCS(=O)(=O)N/N=C/c1ccc(O)cc1	?	-15%	3%
CCCNS(=O)(=O)c1ccc2nc(NC(=O)c3ccc(F)cc3)sc2c1	-31%	-6%	/
CC(C)(C)c1cc(C(F)(F)F)n2ncc(-c3ccccc3)c2n1	-6%	-1%	5%
COC(=O)C1=C(C)N(Cc2ccccc2)C(=S)N[C@H]1c1cccc(F)c1	-26%	-5%&3%	19%&3%
Cc1ccc(NC(NC(=O)c2cccnc2)C(Cl)(Cl)Cl)cc1 (stereo not drawn)	-5%	-3%	1%

Quoted at random: two entries already listed.
SMILES	FEN1 inhibitor	KAT2A inh	N370S GC mod
Cc1ccc(-c2nnn(CC(=O)N3CCCCC3)n2)c(-n2cnnn2)c1	0%	2%	-2%
CC1=CCP(=O)(c2ccccc2)C1 (stereo not drawn)	0%	-4%	-1%

Further records
SMILES	FEN1 inhibitor	KAT2A inh	N370S GC mod
CC(=O)c1ccc(OCCCC(=O)Nc2nnc(C3CC3)s2)cc1	-2%	-6%	/
C=C1CC2C(=O)N(Cc3cc(OC)ccc3OC)C(C(=O)OCC)(C(=O)OCC)C1N2C(=O)OC(C)(C)C (stereo not drawn)	-13%&-5%	/	1%
Cc1ccc(S(=O)(=O)c2nc(-c3cccs3)oc2SCc2ccc(F)cc2)cc1	1%	-5%	/
O=C(NC1CCCCC1)c1cc(-c2cccs2)on1	6%	-4%	-9%
COc1ccc(N(C)S(=O)(=O)c2cccc(C(=O)Nc3nc(C)cs3)c2)cc1	?	-3%	/
CCCCCCC1(C)NC(=O)N(C(C)C(=O)Nc2ccc(N3CCOCC3)cc2)C1=O (stereo not drawn)	-2%	-5%	/
Cc1oc(-c2cccc(Cl)c2)nc1CSc1nc2ncccc2[nH]1	-5%	-5%	/
Cc1cc(C)cc(NS(=O)(=O)c2coc(C(N)=O)c2)c1	8%	-17%	-1%
CCOC(=O)C1=C(C)OC(N)=C(C#N)C1c1ccc(C)o1 (stereo not drawn)	16%	-4%	0%[12.8 µM]
COc1ccccc1CC(=O)N1CCOCC1	-1%	-14%	1%
CCC[C@@H](CNC)NC[C@H](Cc1ccccc1)NCCCCc1ccccc1	-4%	-1%	-10%
O=C(CC1NC(=O)NC1=O)Nc1ccc(Cl)cc1 (stereo not drawn)	-4%	2%	-1%
COc1ccc(C(=O)Nc2ccnn2C2CCN(Cc3ccn[nH]3)CC2)cc1	6%	-1%	-4%
Cc1c(OCC(=O)N2C[C@H]3C[C@@H](C2)c2cccc(=O)n2C3)ccc2c3c(c(=O)oc12)CCCC3	2%	-26%	8%
COc1ccc(CC(=O)Nc2ccc(-c3nc4ccccc4s3)c(C)c2)cc1	-3%	-9%	/
COc1ccc(-c2ccc3c(c2)S(=O)(=O)c2cccc(C(=O)NCCOc4ccccc4)c2C3=O)cc1OC	0%	-5%	/
CC(=O)NNC1=Nc2ccccc2N(C)C(C)C1 (stereo not drawn)	0%	2%	-26%
CC(C)Sc1cc(Cl)nc(NC(=O)Nc2ccccc2)n1	22%	30%[activator]	-3%
CC(C)CC1(C)NC(=O)N(CC(=O)Nc2ccc(F)c(F)c2F)C1=O (stereo not drawn)	-1%	0%	/
CCOC(=O)C1CCN(S(=O)(=O)Cc2ccccc2)C1=O (stereo not drawn)	6%	7%	0%
O/N=C/c1cn(-c2ccccc2)nc1-c1ccccc1	7%	-11%	-1%
CCC(NC(=S)NC1CCCCC1)c1ccccc1 (stereo not drawn)	/	3%	-8%
CCCn1c(SCC(=O)c2c(C)[nH]c(C)c2C(=O)OCC)nc2ccccc21	-3%	-1%	4%
CCCC(=O)N(Cc1cc(=O)[nH]c2ccccc12)c1ccc(OC)cc1	0%	18%	0%
Cc1ccc(S(=O)(=O)C2(C(=O)N3CCCCC3C)CC2)cc1 (stereo not drawn)	8%	0%	2%

Entries of single compounds, quoted from the list. Order of screens: FEN1 inhibitor, KAT2A inh, N370S GC mod
O/N=C/c1cn(-c2ccccc2)nc1-c1ccccc1 is entered as 7%, -11%, -1%
COc1ccc(C(=O)Nc2ccnn2C2CCN(Cc3ccn[nH]3)CC2)cc1 is entered as 6%, -1%, -4%
CC(C)Sc1cc(Cl)nc(NC(=O)Nc2ccccc2)n1 is entered as 22%, 30%[activator], -3%
CCCn1c(SCC(=O)c2c(C)[nH]c(C)c2C(=O)OCC)nc2ccccc21 is entered as -3%, -1%, 4%
O=C(NC1CCCCC1)c1cc(-c2cccs2)on1 is entered as 6%, -4%, -9%

(listing goes on)
SMILES	FEN1 inhibitor	KAT2A inh	N370S GC mod
O=C(NCc1ccccn1)c1cc(-c2ccc(-c3ccccc3)cc2)nc2ccccc12	-14%	-9%	20%
CC(CCc1ccccc1)NC(=O)c1ccccc1 (stereo not drawn)	2%	-6%	4%
CCc1nnc(NC(=O)CCNC(=O)c2ccccc2Cl)s1	-3%	30%	-1%
COc1ccc(N(CC(=O)Nc2ccc3c(c2)OCCO3)S(C)(=O)=O)c(OC)c1	-9%	-3%	0%
O=C(c1cccc(C(F)(F)F)c1)C1CCCN(Cc2cccn2-c2ncccn2)C1 (stereo not drawn)	0%	10%	-7%
CC(=O)c1cccc(NC(=O)CN2C(=O)c3cccnc3Oc3ccc(Cl)cc32)c1	5%	-3%	-3%
CCN(c1ccccc1)S(=O)(=O)c1ccc(OC)c(NC(=O)Cc2ccc(F)cc2)c1	-8%	-8%	/
Cc1ccc(N(Cc2ccccc2)C(=O)c2ccc(S(=O)(=O)N3CCOCC3)cc2)cc1	-7%	-12%	-13%
CCC(CC)C(=O)NCCc1ccc(S(N)(=O)=O)cc1	-15%	-7%	-3%
O=C(CCN1CCOCC1)NNC(=S)NC(=O)c1ccccc1	-1%	0%	2%
O=C(NCCS(=O)(=O)N1CCN(c2ccccc2)CC1)C1CCCC1	6%	-7%	-6%
C[C@H]1CN([C@@H](C)CO)C(=O)c2cc(NC(=O)C3CCCCC3)ccc2O[C@H]1CN(C)Cc1ccc(-c2ccccc2)cc1	-6%	-8%	/
CCSc1nc2c([nH]c3ccccc32)c(=O)n1CC	-12%	-11%	/
Cc1cc(-c2nnc(SCC(=O)Nc3ccc(F)c(F)c3)n2N)n[nH]1	-1%	-3%	6%
O=C(NCc1cccnc1)c1ccc(-c2cc(Cl)ccc2Cl)o1	-1%	-8%	-3%
COCCNc1ccc(N2C(=O)CCCC2=O)cc1[N+](=O)[O-]	-14%	-5%	-4%
Cc1cccn2c(Nc3ccccc3)c(-c3ccccn3)nc12	-17%	-4%	2%
Cc1ccc(Oc2ccc(NC(=O)C3=CC=CN4CCS(=O)(=O)N=C34)cc2)cc1	8%	-3%	/
CCOC(=O)c1nc(Nc2cc(C)cc(C)c2)c2ccccc2n1	-2%	-13%	-6%
COc1ccc(-c2sc3cc(OC)c(OC)cc3c2-c2ccc(O)cc2)cc1	3%	-15%	/
O=C(CCC(=O)c1ccc(Oc2ccccc2)cc1)Nc1cccc(Cl)c1Cl	-15%	3%	-12%
CC(C)c1nnc(NC(=O)c2cnccn2)s1	-2%	-3%	-15%
Cc1cc(C)c(S(=O)(=O)c2ccccc2)c(OC(=O)c2cc(F)c(F)cc2Cl)n1	5%	-10%	1%
CC(=O)c1[nH]c(C)c(C(=O)N2CCCC(Nc3ccc(C(C)C)cc3)C2)c1C (stereo not drawn)	-2%	?	-4%
COc1cc(C2=NOC(C(=O)N3CCOCC3)C2)cc(OC)c1OC (stereo not drawn)	-5%	-5%	-22%

Compound activity: PubChem, National Center for Advancing Translational Sciences (NCATS)
